# PAD4 inh: inhibitors of human PAD4 | Q9UM07 | recombinant PAD4, RCA probe fluorescence polarization | inhibition, % at 6.36 µM | 330,000 compounds, 0.41% hits | AID 485272;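 active = percent inhibition above a cutoff equal to the mean of all tested compounds plus 3 SD, cut at about 15% in these data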;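 also: 0% = PAD4 with RCA probe and DMSO and 100% = probe without PAD4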
# PAFAH1B3 FP inh: blocks human PAF acetylhydrolase 1B catalytic subunit 3. recombinant PAFAH1B3, FP-rhodamine probe, fluorescence polarization. inhibition, % at 3.39 µM. 340,000 compounds, 0.28% hits. Q15102;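 active = inhibition above the screen-wide average of all tested compounds plus 3 SD, cut at about 25% in these data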;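 also: 0% = enzyme with DMSO only and 100% = wells lacking PAFAH1B3 protein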
# Target sequence (Q15102 whole entry, looked up): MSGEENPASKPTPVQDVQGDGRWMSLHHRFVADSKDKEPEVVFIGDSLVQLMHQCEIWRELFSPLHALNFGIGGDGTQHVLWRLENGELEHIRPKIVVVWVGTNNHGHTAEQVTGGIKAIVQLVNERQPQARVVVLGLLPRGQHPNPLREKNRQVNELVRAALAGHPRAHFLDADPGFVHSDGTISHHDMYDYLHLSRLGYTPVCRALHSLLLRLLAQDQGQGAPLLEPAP
# LYPLA2 inh: counter-screen for PME1 inhibitors: inhibitors of human LYPLA2; recombinant LYPLA2, FP-Rh probe fluorescence polarization; inhibition, % at 5.9 µM; 320,000 compounds, 0.38% hits; AID 2177; O95372;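 active = inhibition above the screen-wide mean plus 3 SD, limit set per campaign, cut at about 26% in these data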;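 also: 0% = LYPLA2 with DMSO and 100% = wells lacking LYPLA2 enzyme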
# PAFAH1B2 inh: blocks human PAF acetylhydrolase 1b catalytic subunit 2. inhibition, % at 3.39 µM. P68402. 340,000 compounds, 1.2% hits. recombinant PAFAH1B2, FP-rhodamine activity probe, fluorescence polarization;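 active = inhibition above the mean of all tested compounds plus 3 SD, cut at about 24% in these data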;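 also: 0% = enzyme with DMSO and 100% = wells lacking PAFAH1B2; many of its hits are not listed in these tables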
# GSTO1 counter: GSTO1 inhibition, counter-screen for RBBP9 inhibitors | recombinant GSTO1, activity-based probe fluorescence polarization | inhibition, % at 5.96 µM | 300,000 compounds, 1.1% hits | AID 1974;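 active = inhibition above the campaign mean inhibition plus 3 SD, cut at about 35% in these data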;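 also: 0% = GSTO1-1 with DMSO and 100% = wells lacking GSTO1-1 enzyme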
# PME-1 primary: blocks human protein phosphatase methylesterase 1; inhibition, % at 5.9 µM; 320,000 compounds, 0.53% hits; Q9Y570; recombinant PME-1, FP-Rh probe fluorescence polarization;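 active = inhibition above the campaign mean of all compounds plus 3 SD, cut at about 26% in these data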;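 also: competitive labeling of PME-1 active site by serine hydrolase directed probe; 0% = PME-1 with DMSO and 100% = wells lacking PME-1 enzyme; inhibitors block probe labeling so polarization falls and inhibition rises; many of its hits are not listed in these tables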
# Target sequence (Q9Y570 whole entry, looked up): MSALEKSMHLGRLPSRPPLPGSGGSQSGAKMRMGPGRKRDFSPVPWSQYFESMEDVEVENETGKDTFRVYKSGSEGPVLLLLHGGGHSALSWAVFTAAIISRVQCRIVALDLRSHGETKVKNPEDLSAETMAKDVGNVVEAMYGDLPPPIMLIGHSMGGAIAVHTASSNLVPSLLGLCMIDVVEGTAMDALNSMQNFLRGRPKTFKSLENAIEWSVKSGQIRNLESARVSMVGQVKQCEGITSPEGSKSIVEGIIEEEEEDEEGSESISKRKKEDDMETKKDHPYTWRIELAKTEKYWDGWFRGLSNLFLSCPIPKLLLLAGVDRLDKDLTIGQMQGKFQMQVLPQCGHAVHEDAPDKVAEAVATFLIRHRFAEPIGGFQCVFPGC
# PREPL inhibitor: human PREPL enzyme inhibition; Q4J6C6; recombinant PREPL, fluorescence polarization activity-based probe; inhibition, % at 5.96 µM; 320,000 compounds, 0.68% hits; in the data active = inhibition above about 43%;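 also: 0% = enzyme with DMSO and 100% = wells lacking enzyme; many of its hits are not listed in these tables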
# pPAFAH inh: pPAFAH (human) enzyme inhibition. recombinant pPAFAH, FP-rhodamine probe fluorescence polarization. inhibition, % at 3.39 µM. 330,000 compounds, 1.5% hits;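 active = inhibition above the mean inhibition across the screen plus 3 SD, cut at about 25% in these data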;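 also: inhibitors block binding of the rhodamine activity-based probe so polarization drops; 0% = enzyme with DMSO and 100% = wells lacking pPAFAH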
# Target sequence (Q13093 whole entry, looked up): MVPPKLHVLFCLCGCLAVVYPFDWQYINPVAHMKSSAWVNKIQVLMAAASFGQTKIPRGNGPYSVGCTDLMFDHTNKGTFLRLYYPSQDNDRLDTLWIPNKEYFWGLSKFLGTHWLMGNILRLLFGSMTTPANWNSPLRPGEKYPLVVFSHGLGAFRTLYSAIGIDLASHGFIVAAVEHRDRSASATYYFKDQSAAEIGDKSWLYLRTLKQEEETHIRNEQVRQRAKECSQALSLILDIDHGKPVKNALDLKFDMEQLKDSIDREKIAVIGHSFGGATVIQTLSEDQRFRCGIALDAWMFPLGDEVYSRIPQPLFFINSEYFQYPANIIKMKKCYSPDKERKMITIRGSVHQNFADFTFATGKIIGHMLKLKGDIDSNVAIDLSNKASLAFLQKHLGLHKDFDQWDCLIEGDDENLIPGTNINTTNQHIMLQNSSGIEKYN
# LYPLA1 inh: blocks human lysophospholipase 1, a PME1 counter-screen; O75608; recombinant LYPLA1, FP-Rh probe fluorescence polarization; inhibition, % at 5.9 µM; 320,000 compounds, 0.16% hits; AID 2174;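 active = inhibition above the mean of all tested compounds plus 3 SD, set per campaign, cut at about 14% in these data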;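 also: inhibitors block serine hydrolase probe labeling of LYPLA1 so polarization falls; 0% = enzyme with DMSO and 100% = wells lacking LYPLA1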
# An asterisk follows results filed as active; · = no result given. These rows are one share of the data. The share of hits here may be higher or lower than overall.
# Values run as follows: PAFAH1B2 inh	PAD4 inh	LYPLA1 inh	GSTO1 counter	pPAFAH inh	PAFAH1B3 FP inh	PREPL inhibitor	LYPLA2 inh	PME-1 primary
- Oc1ccccc1/C=N/Nc1ncc(Br)cn1
  -1	2	0	1	6	5	-4	1	9
- CCOC(=O)N1CCN(C(=O)COc2ccc(S(=O)(=O)NCC(C)C)cc2C)CC1
  0	-1	-3	7	1	6	11	-1	10
- Cc1cc(C)n2nc(C(=O)NC3CCCc4ccccc43)nc2n1 (centres undefined)
  4	-7	-3	2	-5	3	11	0	1
- Cc1sc2nc(NCCO)[nH]c(=O)c2c1C
  4	4	2	-1	0	0	0	-1	-4
- CCOc1ccccc1C1CC(c2ccc(Cl)cc2)Nc2nc(N)nn21 (centres undefined)
  2	0	-2	9	3	4	24	-3	-2
- CN(CC(=O)NCc1ccccn1)S(=O)(=O)c1cc(Cl)ccc1Cl
  -3	2	-1	5	4	0	-7	0	0
- Cc1cccn2c(=O)c3cc(C#N)c(=NC(=O)c4cccnc4)n(CC4CCCO4)c3nc12 (centres undefined)
  -2	3	-1	-11	-3	3	3	7	-4
- CC(=O)Nc1ccc2nc(NC(=O)CS(=O)(=O)c3ccccc3)sc2c1
  1	-3	1	12	6	2	-4	6	5
- Cc1ccc(-n2ccnc2SCC(=O)N(CC(C)C)C2CCS(=O)(=O)C2)c(C)c1 (centres undefined)
  2	-2	5	-11	5	-1	31	12	3
- COc1ccc(/C=N/NC(=O)CCc2c(C)n[nH]c2C)cc1OC
  2	2	-3	-1	-1	-1	-1	0	-4
- Cc1ccc(C)c(CSc2nnc(-c3cccnc3)n2N)c1
  0	1	2	-4	4	-5	8	5	9
- CCOc1nc(Nc2ccccc2)nc(OCC)n1
  6	-1	-1	1	0	4	2	-1	0
- COC(=O)C1=CN(CCOC23CC4CC(CC(C4)C2)C3)C=C(C(=O)OC)C1c1ccsc1
  3	-3	-1	-8	4	10	10	-1	4
- CC(C)(C)NC(=O)NC(=O)COC(=O)c1ccco1
  1	2	1	7	3	-2	24	6	-5
- Cc1nc(Cl)sc1C(=O)Nc1ccccc1
  2	-1	2	15	-2	-1	0	-2	3
- CCC(C(=O)O/N=C(\N)c1ccc(C)cc1)c1ccccc1 (centres undefined)
  18	1	-3	9	4	4	-10	1	0
- CNC(=S)N/N=C(\C)c1ccccc1
  8	0	2	4	0	0	-1	4	4
- Cc1ccc2[nH]c3c(=O)n(CC(=O)NCCCN(C)Cc4ccccc4)ncc3c2c1
  7	-1	-2	8	3	7	1	0	-5
- COc1ccc(NC(=O)c2cc(Br)ccc2Cl)c([N+](=O)[O-])c1
  7	-4	-2	-6	4	-5	14	7	-4
- CCN1CCN(C(=O)c2ccccc2NS(=O)(=O)c2ccc(Cl)cc2)CC1
  8	-3	-1	4	1	2	1	0	3

# Whole records from above.
# CC(C)(C)NC(=O)NC(=O)COC(=O)c1ccco1 as listed: PAFAH1B2 inh: 1; PAD4 inh: 2; LYPLA1 inh: 1; GSTO1 counter: 7; pPAFAH inh: 3; PAFAH1B3 FP inh: -2; PREPL inhibitor: 24; LYPLA2 inh: 6; PME-1 primary: -5
# Cc1nc(Cl)sc1C(=O)Nc1ccccc1 as listed: PAFAH1B2 inh: 2; PAD4 inh: -1; LYPLA1 inh: 2; GSTO1 counter: 15; pPAFAH inh: -2; PAFAH1B3 FP inh: -1; PREPL inhibitor: 0; LYPLA2 inh: -2; PME-1 primary: 3

# (cont.)
# Values run as follows: PAFAH1B2 inh	PAD4 inh	LYPLA1 inh	GSTO1 counter	pPAFAH inh	PAFAH1B3 FP inh	PREPL inhibitor	LYPLA2 inh	PME-1 primary
- COc1ccc(C(=O)Nc2ccccc2C(=O)N2CCOCC2)cc1Br
  3	-5	-5	-3	3	-1	1	-5	0
- CCn1c(SCc2cccc(C(=O)O)c2)nnc1-c1ccccc1
  3	0	2	-3	7	8	4	2	9
- Cc1ccc(S(=O)(=O)NCCCCCC(N)=O)cc1
  1	8	5	4	-1	5	6	9	0
- CC1CCCC(NC(=O)c2ccc3c(SCC(=O)O)c4c(nc3c2)CCC4)C1C (centres undefined)
  14	-3	2	-16	-3	8	2	-9	2
- NC(=O)[C@H]1CC2(CC(c3cccc(NC(=O)CC(c4ccccc4)c4ccccc4)c3)=NO2)CN1C(=O)c1ccccc1C(=O)c1ccccc1 (some centres undefined)
  -8	-3	-29	-19	-8	-24	-3	-54	-45
- CC(NC(=O)CCNC(=O)c1ccc(Br)cc1)c1ccc(S(N)(=O)=O)cc1 (centres undefined)
  -5	-3	3	0	0	-4	-8	5	-5
- COc1ccccc1Nc1nc(N)nc(CSC(=S)N2CCC(C)CC2)n1
  2	3	-6	-1	0	0	11	-4	-2
- CCCCn1c(O)c(N=NC(=O)c2ccccc2NS(=O)(=O)c2cccs2)c2ccccc21
  10	-5	-3	-74	9	15	0	-4	3
- O=C(NCc1cccnc1)/C(=C\c1ccc(-c2cccc(Cl)c2)o1)S(=O)(=O)c1ccccc1
  -5	0	-9	-11	26*	-8	-3	-17	-17
- Cc1nc(NC(=O)c2cc3ccccc3o2)sc1C
  2	0	-2	-2	-1	7	-1	-5	-2
- Cc1cnc(NC(=O)c2cccs2)s1
  -2	-7	-2	2	-1	1	12	-7	0
- Cc1cccc(C)c1NC(=O)C(Cl)C(=O)c1ccccc1 (centres undefined)
  -1	-4	0	-2	3	8	1	2	-4
- CC(=O)N(CC1CCCO1)c1nnc(-c2cnccn2)s1 (centres undefined)
  0	0	-1	4	5	6	7	5	0
- CCn1c(SCC(=O)NNC(=O)c2ccc(C)cc2)nnc1-c1ccncc1
  3	0	4	-11	-2	7	24	13	-1
- O=[N+]([O-])c1ccc(N2CCOCC2)nc1
  6	5	1	5	5	9	11	2	8
- CCCn1c(SCc2cc(=O)[nH]c3ccccc23)nc2c1c(=O)n(C)c(=O)n2C
  1	4	1	3	-2	7	-3	3	-5
- CCN(Cc1ccccc1)S(=O)(=O)c1ccc(C(=O)N(CCCN(C)C)c2nc3cc(OC)ccc3s2)cc1
  -5	-1	-1	16	2	4	23	-5	6
- CC(C)(C)NC(=O)C(c1ccncc1)N(Cc1cccs1)C(=O)Cn1nnc(-c2cccs2)n1 (centres undefined)
  -7	-2	0	4	2	0	-8	2	5
- O=C(NCCN1C(=O)C2C3C=CC(C3)C2C1=O)Nc1ccc(Br)cc1 (centres undefined)
  1	1	0	4	-1	5	0	-2	-1
- O=C(C1CCN(c2nnnn2-c2ccccc2)CC1)N1CCN(c2ccccc2)CC1
  1	1	2	-11	2	1	-4	16	1

# Entries listed so far containing a COOH group (two):
# Values run as follows: PAFAH1B2 inh	PAD4 inh	LYPLA1 inh	GSTO1 counter	pPAFAH inh	PAFAH1B3 FP inh	PREPL inhibitor	LYPLA2 inh	PME-1 primary
- CCn1c(SCc2cccc(C(=O)O)c2)nnc1-c1ccccc1
  3	0	2	-3	7	8	4	2	9
- CC1CCCC(NC(=O)c2ccc3c(SCC(=O)O)c4c(nc3c2)CCC4)C1C (centres undefined)
  14	-3	2	-16	-3	8	2	-9	2

# Four entries from above, tab-delimited:
SMILES	PAFAH1B2 inh	PAD4 inh	LYPLA1 inh	GSTO1 counter	pPAFAH inh	PAFAH1B3 FP inh	PREPL inhibitor	LYPLA2 inh	PME-1 primary
Cc1cnc(NC(=O)c2cccs2)s1	-2	-7	-2	2	-1	1	12	-7	0
Cc1cccc(C)c1NC(=O)C(Cl)C(=O)c1ccccc1 (centres undefined)	-1	-4	0	-2	3	8	1	2	-4
CC(=O)N(CC1CCCO1)c1nnc(-c2cnccn2)s1 (centres undefined)	0	0	-1	4	5	6	7	5	0
CCn1c(SCC(=O)NNC(=O)c2ccc(C)cc2)nnc1-c1ccncc1	3	0	4	-11	-2	7	24	13	-1

# Continuation.
# Values run as follows: PAFAH1B2 inh	PAD4 inh	LYPLA1 inh	GSTO1 counter	pPAFAH inh	PAFAH1B3 FP inh	PREPL inhibitor	LYPLA2 inh	PME-1 primary
- CCCCn1c(N)c(N(CC)C(=O)c2cccc(OCc3ccccc3)c2)c(=O)[nH]c1=O
  3	1	2	·	-2	9	10	3	-3
- CC1(C(=O)N(CC(=O)NC2CCCC2)Cc2ccccc2)CC(=O)N=C2C=CC=CN21 (centres undefined)
  7	-3	2	11	0	6	12	-1	1
- CC(C)(O)C#Cc1ccc(C(=O)N2CCN(c3ccc(F)cc3)CC2)cc1
  5	-1	-1	13	-1	-1	6	15	-10
- CCn1nc(C)cc1-c1n[nH]c(=S)n1N
  5	1	-2	4	-3	1	5	-4	-1
- O=C(COc1ccc(Br)cc1Br)NC(=O)NC1CCCC1
  4	-1	-6	-1	3	2	10	1	2
- CC(Sc1nncn1-c1ccccc1)C(=O)Nc1cccc([N+](=O)[O-])c1 (centres undefined)
  -3	-3	-2	-2	-2	8	3	2	0
- COc1ccc(CNS(=O)(=O)c2cc(Br)cc3c2N(C(C)=O)C(C)C3)cc1 (centres undefined)
  -1	-6	0	3	-3	2	4	-1	0
- CCN(Cc1cc2cc(C)ccc2[nH]c1=O)C(=O)c1cccc([N+](=O)[O-])c1
  9	3	-3	1	-3	7	-3	4	1
- O=S(=O)(NCC1CCCO1)c1ccc(Cl)cc1 (centres undefined)
  6	1	-7	-1	-5	-2	-9	-10	-5
- Cc1cccc(NC(=O)CSc2nnc(-c3ccc(S(=O)(=O)N4CCOCC4)cc3)n2C)c1
  0	6	1	-2	3	3	-1	1	8
- N#Cc1nc(-c2ccccc2F)oc1NCc1ccccc1
  5	-5	-6	-2	-8	-3	5	2	3
- COc1cc(-c2cc(N3C(=O)Nc4ccccc4N3O)n[nH]2)cc(OC)c1OC
  6	-2	-2	9	-1	1	12	-13	-10
- CCOC(=O)C1CCN(S(=O)(=O)c2ccccc2)CC1
  -1	2	-1	-6	3	5	-5	2	-6
- Cc1ccc2oc(-c3ccc(NC(=O)CC(C)C)cc3)nc2c1
  -7	2	-1	0	-1	-2	7	6	-4
- Cc1ccc(S(=O)(=O)N2CCN(C(=O)CCC(=O)NCc3cccc(C(F)(F)F)c3)CC2)cc1
  6	3	1	7	8	0	11	-3	1
- CCN(CC)c1ccc(NC(=O)Nc2cccc3ccccc23)cc1
  -3	-2	-1	0	6	10	10	2	-1
- COc1cccc(/C=N/NC(=O)CNC(=O)c2ccc(S(=O)(=O)N3CCCC3)cc2)c1OC
  5	4	-1	1	-1	4	8	2	4
- c1ccc2c(OCCCCN3CCCC3)cccc2c1
  4	3	4	-2	-8	-10	7	1	-5
- O=C(CSc1nnc(-c2ccncc2)o1)Nc1cc(Cl)ccc1C(=O)O
  3	3	·	·	-1	6	11	·	·
- Cc1cc2c(cc1S(=O)(=O)N1CC(C)CC(C)C1)OCC(=O)N2 (centres undefined)
  4	2	0	2	-2	4	8	-3	-1
- CC(=O)Nc1ccc(NC(=O)COC(=O)c2c(C)nn(-c3ccccc3)c2C)cc1
  -4	1	-5	9	4	-2	4	1	-2
- Cc1cccc(NC(=O)Cn2nc(-c3ccco3)ccc2=O)c1C
  2	-4	-1	8	4	1	18	12	4
- O=C(CSc1nc2ccccc2[nH]1)NC1CCCC1
  4	3	4	0	3	13	17	-2	-5

# High-throughput results deposited in PubChem BioAssay by The Scripps Research Institute Molecular Screening Center.
